High-throughput results: PubChem BioAssay, National Center for Advancing Translational Sciences (NCATS)
AID inh = activation induced cytidine deaminase inhibition; Q9GZX7; AID deamination FRET fluorescence, UDG-coupled, 4 h; Potency, µM (titrated, usually from 115 µM), for the others: at the highest dose activity change, negative = inhibition, most hits filed as inhibitors; 91,000 tested, 0.32% active; AID 1347428; further: nearly all actives have a fitted effect of over 25% in size
Target sequence (Q9GZX7 whole entry, looked up): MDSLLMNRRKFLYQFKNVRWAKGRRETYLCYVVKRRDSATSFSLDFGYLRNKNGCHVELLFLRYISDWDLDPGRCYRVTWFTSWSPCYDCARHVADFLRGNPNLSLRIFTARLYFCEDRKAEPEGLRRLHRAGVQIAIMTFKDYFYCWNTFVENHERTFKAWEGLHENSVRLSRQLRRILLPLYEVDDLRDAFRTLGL
UDG counterscr = blocks uracil-DNA glycosylase in AID counter-screen | FRET deamination/UDG coupled assay, UDG read, 4 h | Potency, µM (top dose mostly 115 µM), for inactives: at the highest dose activity change, negative = inhibition, most hits filed as inhibitors | 91,000 tested, 0.14% active; further: nearly all actives have a fitted effect of over 65% in size
Starred values were filed as active, the others as inactive; ? = inconclusive; [ ] = another dose, or the depositor's remark. The call rests on the fitted dose curve; in most records, active means well fitted curve in the direction sought with a large enough effect; inconclusive means small, poorly fitted or top-dose-only effect, or another doubt; inactive means no such curve, though single readings can be large; an effect the other way counts as inactive or inconclusive. On the % scale 0 is the no-effect control and ±100 the full control effect; potency means the concentration at half of the fitted maximal effect. This is a subset. The share of hits here may be higher or lower than overall.

nr | mol | AID inh | UDG counterscr
1 | CCOC(=O)c1c(N)n(-c2ccc(Cl)c(Cl)c2)c2nc3ccccc3nc12 | 0% | 13%
2 | CCN(CC)S(=O)(=O)c1nnc(NC(=O)c2ccc(C)cc2)s1 | -13% | 23%
3 | CC(=O)Nc1c(C)nn(-c2ccccc2)c1N1CCC(C(=O)NCc2ccccc2Cl)CC1 | -7% | -4%
4 | Cc1ccc(C)c(NC(=O)c2cc(S(=O)(=O)NCCc3ccccc3)ccc2F)c1 | 12% | 8%
5 | Cc1ccc(C)c(N2CCN(C(=O)c3cnc4c(-c5ccccc5)c(C)nn4c3C)CC2)c1 | ? | -10%
6 | CCN(CC)S(=O)(=O)c1ccc(NC(=O)c2c(C)oc3ncnc(N4CCCCC4)c23)cc1 | -4% | -1%
7 | C=CCSc1nc2c(c(=O)[nH]c(=O)n2C)n1Cc1ccc(Cl)cc1 | -2% | -3%
8 | CC(C)COc1ccc(C(=O)OCC[N+]2(C)CCOCC2)cc1 | -4% | -12%
9 | N=C(N)c1cc(I)cc([N+](=O)[O-])c1 | 0% | -6%
10 | O=S(=O)(NC(c1ccccc1)c1cccs1)c1cccs1 (centres undefined) | -6% | 2%
11 | Cc1ccc(-c2nc3ccccc3s2)cc1NC(=O)c1ccccc1C | -2% | -5%
12 | Cc1ccccc1Nc1nc(CSc2nnnn2C2CC2)cs1 | 25% | -7%
13 | Cc1ccc(Nc2nnc(-c3cc4c(ccc5ccccc54)oc3=O)s2)cc1 | 96%[activator] | -1%[57.5 µM]
14 | CC(C)CC(NC(=O)COc1cccc2ccccc12)C(=O)O (centres undefined) | -5% | -9%
15 | CNC(=O)c1c(NC(=O)Cc2coc3ccc(OC)cc23)sc2c1CCCC2 | 7% | 1%
16 | Cc1cc(C)cc(-n2c(SCC(=O)N3CCOCC3)nc3c([nH]c4ccccc43)c2=O)c1 | 14% | -8%
17 | Cc1nn(C(C)C(=O)NCc2ccco2)c(=O)c2nn(-c3ccccc3)c(C)c12 (centres undefined) | 3% | -5%
18 | N#Cc1nc(COc2ccc(-c3ccccc3)cc2)oc1NCCCN1CCOCC1 | 1% | 3%
19 | N/C(=C\C(=O)c1c(O)c(F)c(F)c(F)c1F)C(=O)O | 9% | 2%
20 | COc1cccc(NC(=O)Cn2c(=O)n(-c3ccc(Cl)cc3)c(=O)c3oc4ccccc4c32)c1 | 0% | -1%
21 | CCS(=O)(=O)c1nc(-c2ccc(Cl)cc2)cc(C(F)(F)F)n1 | -6% | 0%
22 | COc1ccc(C(C)=O)cc1CN1CCc2ccccc2C1 | 13% | 3%
23 | CCc1ccc(OCc2ccc(C(=O)O)cc2)cc1 | -4% | -1%
24 | Cc1nc2ccccc2nc1CS(=O)(=O)C(C)C(=O)N1CCCC1 (centres undefined) | 2% | -3%
25 | CN(Cc1ccccc1)C(=O)c1cc(-c2cccnc2)nc2ccccc12 | -25% | -16%
26 | Cc1ccc(NC(=O)C2CCN(S(=O)(=O)c3cccs3)CC2)cc1 | -13% | ?
27 | COc1cc(OC)c(NC(=O)c2c3c(nc4ccccc24)C(=O)N(C2CCCCC2)C3)cc1Cl | -11% | -16%
28 | O=C(NCc1cccc(F)c1)c1ccc(CS(=O)c2ccccc2Cl)o1 (centres undefined) | -11% | 4%
29 | CCOC(=O)c1c(C)[nH]c(C)c1S(=O)(=O)N1CCCC(C(=O)Nc2cc(C)ccc2C)C1 (centres undefined) | 4% | 5%
30 | CCOC(=O)c1c(-c2ccccc2Cl)csc1NC(=O)CN1CCOCC1 | -17% | 4%
31 | Cc1ccc(Nc2sc(C(=O)c3ccccc3)c(N)c2C(=O)NC(C)C)cc1 | 100%[activator] | -4%
32 | CC(C)(C)c1cc(-c2ccccc2)cc(C(C)(C)C)c1O | -3% | -11%
33 | Cc1cccc(NC(=O)CSc2nc(=O)n(Cc3cccnc3)c3c2CCC3)c1 | 29% | ?
34 | CCN(CC)C(=S)SC/C(=N/Nc1ccc(Br)cc1)c1ccccc1 | -16% | -9%
35 | CC(C)CNC(=O)COC(=O)c1cccc(F)c1 | -6% | 8%
36 | CCOC(=O)c1c(NC(C)=O)c2c3c(sc2n1Cc1ccc(Cl)cc1)CCCC3 | 9% | -7%

From no. 31 up to 34, copied from above:
nr | mol | AID inh | UDG counterscr
31 | Cc1ccc(Nc2sc(C(=O)c3ccccc3)c(N)c2C(=O)NC(C)C)cc1 | 100%[activator] | -4%
32 | CC(C)(C)c1cc(-c2ccccc2)cc(C(C)(C)C)c1O | -3% | -11%
33 | Cc1cccc(NC(=O)CSc2nc(=O)n(Cc3cccnc3)c3c2CCC3)c1 | 29% | ?
34 | CCN(CC)C(=S)SC/C(=N/Nc1ccc(Br)cc1)c1ccccc1 | -16% | -9%

(further entries)
nr | mol | AID inh | UDG counterscr
37 | Cc1cc(=O)oc2cc(OCC(=O)NCc3cccs3)ccc12 | 0% | 2%
38 | COc1cccc(Oc2c(C)oc3cc(OCc4ccccc4F)ccc3c2=O)c1 | -13% | 1%
39 | O=C(O)C1C(c2ccccc2)C(C(=O)Oc2cccc3ccccc23)C1c1ccccc1 (centres undefined) | -6% | -2%
40 | CCOc1ccc(-n2c(=O)c3c(C)c(C)sc3n(Cc3c(F)cccc3Cl)c2=O)cc1 | -10% | -26%
41 | Cc1ccc(CCNC(=O)c2sc3ncccc3c2-n2c(C)ccc2C)cc1 | ? | -15%
42 | COc1ccc(C(=O)Nc2ccc3oc(-c4ccncc4)nc3c2)cc1Br | ? | -3%
43 | COc1ccc(-c2noc(C3CC(=O)N(c4cc(C)cc(C)c4)C3)n2)cc1 (centres undefined) | 8% | 5%
44 | CN1CCN(Cc2cc(=O)oc3cc(O)c(Cl)cc23)CC1 | -6% | 5%
45 | CCCn1nc(C(=O)OCC(=O)N2CCCC2)c2ccccc2c1=O | 1% | -6%
46 | CCn1c(=O)c2sccc2n2c(CCC(=O)Nc3ccc(C(C)C)cc3)nnc12 | 10% | 7%
47 | N#Cc1cccc(C(=O)NC(c2ccccc2)c2cccs2)c1 (centres undefined) | -2% | 4%
48 | Cc1ccc(C)c(NC(=O)c2nnn(Cc3ccc(F)cc3Cl)c2N)c1 | ? | -8%[57.5 µM]
49 | CCn1c(COc2cc(C)c(Cl)c(C)c2)n[nH]c1=S | -2% | 2%
50 | CCC(=O)Oc1ccc2c(C)c(CC)c(=O)oc2c1 | -10% | -7%
51 | CCOC(=O)c1cc(OC(=O)c2cccc(C)c2)n(-c2ccccc2)n1 | ? | -5%
52 | Clc1ccc(C2Cc3ccccc3N2)cc1 (centres undefined) | -5% | -2%
53 | CC(C)C(OC(=O)Cc1cccc(C(F)(F)F)c1)C(=O)NC(N)=O (centres undefined) | 0% | -9%
54 | CCC(C)(C)C1CCc2c(sc(NC(=O)C3CC3c3ccccc3)c2C#N)C1 (centres undefined) | -5% | -18%
55 | Cc1cccc(NC(=O)C(=O)NCCc2csc(-c3ccc(F)cc3)n2)c1C | 10% | 46%[activator]
56 | COc1ccc(N2CC(NC(=O)c3cc4ccccc4o3)CC2=O)cc1 (centres undefined) | -1% | -10%
57 | O=C1CC(c2ccccc2)Cc2[nH]c(=O)c(C(=O)Nc3ccc(OC(F)(F)F)cc3)cc21 (centres undefined) | 2% | 11%
58 | CNS(=O)(=O)c1cn(CC(=O)N2CCN(c3ccc(C)cc3C)CC2)cc1S(=O)(=O)NC | -6% | 24%
59 | CC(C)C(NC(=O)Cc1ccccc1)C(=O)N1CCCC1 (centres undefined) | 0% | 10%
60 | CCN(Cc1ccc(OC)c(OC)c1)C(=O)c1oc2ccc(Br)cc2c1C | -16% | -12%
61 | CC1(C)CC(=O)C2=C(C1)N(Cc1ccccc1)C(C1CCCCC1)=NC2(C(F)(F)F)C(F)(F)F | 4% | 5%
62 | CCCC1=Nc2cc(C(=O)NCCOC)ccc2Sc2ccccc21 | -21% | -13%
63 | Cn1nc(C(C)(C)C)cc1NC(=O)C(C)(C)Oc1ccc(Cl)cc1 | -2% | 0%
64 | Cc1c2cnn(CC(=O)N3CCN(c4ccc(F)cc4)CC3)c(=O)c2c(C)n1Cc1ccc(F)cc1 | -10% | 1%
65 | FC(F)(F)c1cccc(CNCc2cccc(C(F)(F)F)c2)c1 | -3% | 4%
66 | Cc1oc2c(c(C)cc3oc(=O)c(CC(=O)NCCc4ccccc4)c(C)c32)c1C | 3% | 13%
67 | CC(C)(C)c1ccc(NC(=O)CSc2nc3ccccc3o2)cc1 | -5% | 1%
68 | CCc1c(C)sc2c1CCN(Cc1ccccc1C#N)C2c1ccccc1 (centres undefined) | -18% | -12%
69 | Cc1ccc2nc(C)cc(Nc3ccc(C)c(C)c3)c2c1 | -19% | -14%
70 | O=C(NCc1ccccn1)c1ccc2c(c1)N(Cc1ccccc1)C(=O)c1ccccc1S2=O (centres undefined) | -9% | -6%
71 | COc1ccc(CNC(=O)CCc2nc(-c3ccc(OC)cc3)no2)cc1 | 14% | 1%
72 | O=S(=O)(c1ccc(-c2cnc(C3CC3)o2)cc1)N1CCN(c2ccccc2F)CC1 | -6% | 3%

A second format for some results above:
41: Cc1ccc(CCNC(=O)c2sc3ncccc3c2-n2c(C)ccc2C)cc1
42: COc1ccc(C(=O)Nc2ccc3oc(-c4ccncc4)nc3c2)cc1Br

| compound no. | 41 | 42 |
| --- | --- | --- |
| AID inh | ? | ? |
| UDG counterscr | -15% | -3% |

Additional records
nr | mol | AID inh | UDG counterscr
73 | Fc1ccc(C(=Nc2ccccc2)c2ccc(F)cc2)cc1 | -6% | -6%
74 | O=[N+]([O-])c1cccc2ccc(/C=C/c3ccc(OC(F)F)cc3)nc12 | -9% | 7%
75 | CC(C)c1ccc(C(=O)N/N=C/CCc2ccccc2)cc1 | -6% | -7%
76 | CC(C)C(=O)Oc1ccc2c(-c3cc4ccccc4oc3=O)cc(=O)oc2c1 | -6% | -1%
77 | Cn1nc(C(=O)NC2CCCc3ccccc32)c2ccccc2c1=O (centres undefined) | -6% | 0%
78 | COc1ccc(OC)c(CNC(=O)CCCn2c(=O)c3cccn3c3cccnc32)c1 | 6% | 5%
79 | CC(C)(C)c1ccc(C2CC2C(=O)N/N=C/c2ccc(Cl)cc2)cc1 (centres undefined) | -6% | -8%
80 | O=C(CSc1nc2ccccc2o1)Nc1ccc(Cl)c(Cl)c1 | -26% | -12%
81 | COC(=O)c1ccc(OC(=O)C23CCC(C)(C(=O)C2)C3(C)C)cc1 (centres undefined) | -5% | -8%
82 | Cc1ccc(-c2cc(C(=O)N3CCN(S(=O)(=O)c4ccc(Br)cc4)CC3)[nH]n2)c(C)c1 | 1% | -25%
83 | CCC(=O)Oc1c(Sc2ccc(Cl)cc2)c(C)nn1-c1ccccc1 | ? | ?
84 | Cc1cccc(N2CCN(S(=O)(=O)c3ccc(F)c(C(=O)Nc4cccc(Cl)c4C)c3)CC2C)c1 (centres undefined) | -16% | -11%
85 | Cc1c(Cl)ccc2c(C(=O)NC3CCC(C)CC3)cc(-c3cccnc3)nc12 (centres undefined) | -12% | -6%
86 | CCOC(=O)C(N)c1ccccc1 (centres undefined) | 6% | 6%
87 | O=c1[nH]c(SCc2cccc(Cl)c2)nc2c1CCC2 | -8% | ?
88 | COc1ccc(-c2noc(-c3nnn(-c4ccc(C(C)C)cc4)c3C)n2)cc1OC | -19% | -11%
89 | O=C(COc1cc(OCC(=O)N2CCNC2=O)c(Cl)cc1Cl)N1CCNC1=O | 4% | 2%
90 | O=C(NC1CCCC1)c1cccc2ccccc12 | -3% | -2%
91 | COc1ccc(-c2noc(-c3ccc(NCc4ccccc4OC)c([N+](=O)[O-])c3)n2)cc1 | 8% | 9%
92 | CCOCCn1c(Br)nc2c1c(=O)[nH]c(=O)n2C | 8% | 3%
93 | CCOC(=O)c1ccc(NC(=O)c2cnc3c(-c4ccc(F)cc4)c(C)nn3c2C)cc1 | 2% | 0%
94 | CCCCN(CC)CCNC(=O)COCc1cc(-c2cccs2)on1 | 2% | 4%
95 | CCOc1ccccc1CN1CCc2nc(Nc3ccccc3)ncc2C1 | -13% | -9%
96 | Cc1c(CC=C(Cl)Cl)c(Cl)nc2c(C)cccc12 | -2% | -9%

4 entries drawn at random from those above, as already listed:
nr | mol | AID inh | UDG counterscr
88 | COc1ccc(-c2noc(-c3nnn(-c4ccc(C(C)C)cc4)c3C)n2)cc1OC | -19% | -11%
89 | O=C(COc1cc(OCC(=O)N2CCNC2=O)c(Cl)cc1Cl)N1CCNC1=O | 4% | 2%
85 | Cc1c(Cl)ccc2c(C(=O)NC3CCC(C)CC3)cc(-c3cccnc3)nc12 (centres undefined) | -12% | -6%
92 | CCOCCn1c(Br)nc2c1c(=O)[nH]c(=O)n2C | 8% | 3%

Next part.
nr | mol | AID inh | UDG counterscr
97 | CCN(Cc1ccco1)C(=O)c1cc2cc(Br)ccc2[nH]1 | 2% | -2%
98 | Cc1cccc(NC(=O)CNC(=O)COC(=O)Cc2n[nH]c(=O)c3ccccc23)c1C | -2% | -1%
99 | CCOC(=O)c1ccc(N2C(=O)Cc3cc(OCC)c(OCC)cc3C2c2ccccc2)cc1 (centres undefined) | -4%[57.5 µM] | -1%[57.5 µM]
100 | CC(=O)Nc1ccc(S(=O)(=O)N2CCC(NC(=O)CCC3CCCCC3)CC2)cc1 | 0% | -2%
101 | CCOc1ccc(/C=N/O)c(OC)c1 | -4% | -3%
102 | CCONC(=O)COC(c1ccccc1)c1ccccc1 | 0% | -1%
103 | CCc1nn(CC(=O)NC2CC2)c(=O)c2cc3c(OC)cccc3n12 | -5% | 0%
104 | Cc1cc(F)ccc1NC(=O)CCS(=O)(=O)c1cc2c3c(c1)CCN3C(=O)CC2 | 7% | 6%
105 | CCOC(=O)c1c(NC(=O)/C=C/c2ccc(OCC)cc2)sc(C(C)=O)c1C | 20% | 18%
106 | Cc1ccc(NC(=O)c2csc3c2CCCCC3)cc1C | -20% | -9%
107 | COCCN1CCN(S(=O)(=O)c2cccc3cc(C)cnc23)CC1 | 9% | 8%
